hgDAF12 agonist – H. glycines DAF-12 receptor agonists, primary screen, cell-based, luminescence, HEK293, GAL4 fusion, UAS-luciferase. Nuclear hormone receptor DAF-12 (Heterodera glycines), GAL4 fusion. HEK293 GAL4-hgDAF12 UAS-luciferase reporter, agonist luminescence; normalized to butyrate control. activation, % at 6.8 µM. 370,000 compounds, 1.8% hits;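 active means activation above a cutoff set at the mean of all screened compounds plus 3 SD, cut at about 10% in these data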;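 further: 0% = DMSO wells and 100% = sodium butyrate wells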
NPR1 activator – GC-A stimulated cGMP production enhancers – HEK293 GC-A cells, cGMP TR-FRET, EC30 ANP, primary screen; Atrial natriuretic peptide receptor 1 (Homo sapiens), P16066; 0% at EC30 ANP, 100% saturating ANP; activation, % at 10 µM; 370,000 compounds, 0.14% hits; in the data active means activation above about 40%
ssDAF12 agonist – S. stercoralis DAF-12 nuclear receptor activators, primary screen, cell-based, luminescence, HEK293, GRIP1 co-expression, lit1-tk-luc; Nuclear hormone receptor DAF-12 (Strongyloides stercoralis); HEK293 ssDAF-12/GRIP1 lit1-tk-luc reporter; % of 3 µM dafachronic acid response; activation, % at 6.8 µM; 370,000 compounds, 1% hits;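 active means activation above the mean over all tested compounds plus 3 SD, cut at about 0.9% in these data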;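 further: 0% = DMSO-only wells and 100% = 3 µM delta7-dafachronic acid wells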
GAA850 FXN act – FXN promoter activators, primary screen, cell-based, luciferase luminescence, HEK293 lucGAA850. HEK293 lucGAA850 FXN promoter luciferase reporter, 24 h; percent of 10 µM SAHA response. activation, % at 6 µM. 360,000 compounds, 0.56% hits. AID 540364, 2011;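 active means activation above the average of all compounds screened plus 3 SD, cutoff fixed separately per campaign, cut at about 7.5% in these data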;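 further: 0% = DMSO wells and 100% = 10 µM SAHA wells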
PG9 binder – binders of HIV-1 gp120 antibody PG9, primary screen, biochemical, TR-FRET. HIV-1 gp120 / PG9 antibody interaction. TR-FRET gp120-PG9 antibody binding. inhibition, % at 6.7 µM. 360,000 compounds, 0.43% hits; in the data active means inhibition above about 8.5%
SMARCA2 activ – SMARCA2 (BRM) function activators, primary screen, cell-based, luminescence, high throughput; MG213 cells, MMTV-luciferase reporter, dexamethasone, overnight; activation, % at 9.1 µM; 370,000 compounds, 1% hits; in the data active means activation above about 7.8%;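 further: 0% = vehicle wells and 100% = reference activator wells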
ADAM17 inh – ADAM17 inhibitors, primary screen, biochemical, QFRET. Disintegrin and metalloproteinase domain-containing protein 17 (Homo sapiens), P78536. recombinant ADAM17, EDANS/DABCYL FRET peptide cleavage. inhibition, % at 6.95 µM. 370,000 compounds, 0.83% hits;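 active means inhibition above the mean of compounds lying between control limits plus 3 SD, set per campaign, cut at about 8.5% in these data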;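 further: 0% = DMSO-only wells as the low control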
hcDAF12 agonist – H. contortus DAF-12 nuclear receptor activators, primary screen, cell-based, luminescence, HEK293, lit1-tk-luc reporter; activation, % at 6.8 µM; 370,000 compounds, 1.4% hits; HEK293 hcDAF-12 lit1-tk-luc reporter; 0% DMSO, 100% Δ7-dafachronic acid; AID 652067, 2013;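 active means activation above the mean of all tested compounds plus 3 SD, cut at about 5.5% in these data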;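 further: 100% = response to 3 µM Δ7-dafachronic acid high control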
DAX1 inh-1 – DAX1 (NR0B1) inhibitors on StAR promoter, primary screen, cell-based, luminescence, SF-1 (NR5A1), full-length DAX-1. HEK293T StAR-luciferase reporter, SF-1/DAX-1 repression relief. inhibition, % at 6.8 µM. 370,000 compounds, 1.1% hits. AID 652010, 2013;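 active means inhibition above the mean over all tested compounds plus 3 SD, cut at about 3.6% in these data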;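 further: 0% = DAX-1 cells with DMSO and 100% = cells lacking DAX-1 with DMSO; higher inhibition means more luminescence from relief of DAX-1 repression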
ADAM10 inh – human ADAM10 inhibitors, primary screen, biochemical, QFRET, HTS; Disintegrin and metalloproteinase domain-containing protein 10 (Homo sapiens), O14672; recombinant ADAM10, EDANS/DABCYL FRET peptide cleavage, 3 h; inhibition, % at 7 µM; 370,000 compounds, 0.62% hits; AID 720582, 2013;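 active means inhibition above a per-campaign cutoff equal to the mean of compounds falling between control-based bounds plus 3 SD, cut at about 20% in these data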;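 further: 0% = DMSO wells while the 100% control is not disclosed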
Target sequence (O14672 214-748 limits assumed): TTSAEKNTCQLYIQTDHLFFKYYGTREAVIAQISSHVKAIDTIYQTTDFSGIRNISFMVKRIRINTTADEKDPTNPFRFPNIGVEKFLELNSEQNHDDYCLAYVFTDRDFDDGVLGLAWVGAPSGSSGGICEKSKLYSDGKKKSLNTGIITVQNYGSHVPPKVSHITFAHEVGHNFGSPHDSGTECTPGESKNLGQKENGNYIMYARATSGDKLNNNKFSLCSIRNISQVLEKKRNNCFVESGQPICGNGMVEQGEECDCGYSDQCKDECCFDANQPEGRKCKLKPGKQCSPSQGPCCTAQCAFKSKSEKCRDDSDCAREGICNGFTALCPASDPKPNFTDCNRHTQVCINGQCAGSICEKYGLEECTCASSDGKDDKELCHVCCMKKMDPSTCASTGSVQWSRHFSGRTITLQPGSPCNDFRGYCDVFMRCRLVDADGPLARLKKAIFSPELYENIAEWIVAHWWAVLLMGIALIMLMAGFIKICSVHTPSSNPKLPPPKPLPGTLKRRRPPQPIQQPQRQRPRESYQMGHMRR
DAX1 inh-2 – DAX1 (NR0B1) inhibitors, primary screen, cell-based, HEK293, Gal4-DAX1, luciferase luminescence | HEK293 Gal4-DAX1 luciferase reporter | inhibition, % at 6.75 µM | 340,000 compounds, 0.99% hits | AID 504766, 2011;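 active means inhibition above the mean over all tested compounds plus 3 SD, cut at about 4.2% in these data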;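 further: 0% = DAX1-transfected cells with DMSO and 100% = empty-vector control cells with DMSO; inhibition shows as a rise in luminescence from relieved DAX1 repression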
Target sequence (P51843 207-470 limits assumed): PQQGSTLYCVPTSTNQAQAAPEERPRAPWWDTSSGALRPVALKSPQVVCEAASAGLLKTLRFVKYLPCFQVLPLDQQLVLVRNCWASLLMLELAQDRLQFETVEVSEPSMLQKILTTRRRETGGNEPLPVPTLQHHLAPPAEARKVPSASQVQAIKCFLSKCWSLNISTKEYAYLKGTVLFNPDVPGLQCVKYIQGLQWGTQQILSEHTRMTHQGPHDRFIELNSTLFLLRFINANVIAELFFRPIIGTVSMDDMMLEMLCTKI
Starred values were filed as active, the others as inactive; i = inactive; / = not tested or not shown.

Values in the order: ssDAF12 agonist	NPR1 activator	SMARCA2 activ	DAX1 inh-2	hgDAF12 agonist	GAA850 FXN act	ADAM17 inh	hcDAF12 agonist	PG9 binder	ADAM10 inh	DAX1 inh-1
Cc1cc(COc2ccccc2OCc2cc(C)no2)on1
  -1.4	-2	-3	-2.1	0.2	0.1	7	-0.8	0.2	11	0.5
CCOC(=O)N1CCN(c2ccc(C(=O)c3ccccc3)cc2F)CC1
  -1.1	-1	2	1.0	6.0	6.2	2	-1.3	0.4	6	-0.6
COC(=O)CCC(C)N1CCC(Oc2ccc(C(=O)NCc3ccccn3)cc2)CC1 (stereo not drawn)
  -0.7	5	-2	-0.5	0.6	1.6	-2	-0.1	-0.4	-1	-0.3
COC(=O)N1N=C(c2ccc(Br)cc2)CC1(O)C(F)(F)F (stereo not drawn)
  1.6*	3	4	0.1	14*	4.1	-1	1.2	-0.2	-10	2.7
Cc1c(NC(=O)Nc2ccccc2[N+](=O)[O-])c(=O)n(-c2ccccc2)n1C
  -0.8	6	-1	1.8	-0.4	-2.1	-2	0.9	-1.6	2	-0.3
CC(C)(C(N)=O)c1ccccc1
  -1.1	1	3	-0.3	0.1	0.8	-1	3.0	0.0	3	-0.4
COc1ccccc1C(=O)N/C(=C\c1cn(C)c2ccccc12)C(=O)N1CCOCC1
  -1.0	-8	0	1.5	1.9	2.5	-2	-0.7	-2.6	-1	-0.4
O=C(/C=C/c1ccc([N+](=O)[O-])s1)N1CCCC1
  -2.2	-1	0	-1.8	-3.2	0.6	-1	-2.5	-2.6	-2	-2.5
Cc1ccc([C@H]2N[C@]3(CCCN(Cc4ccc(Cl)cc4)C3=O)[C@H]3C(=O)N(C)C(=O)[C@@H]23)cc1
  -1.4	4	-1	1.3	3.1	-2.1	-1	-1.5	-2.2	-9	0.0
Cc1cccc(COCC(CC(C)C)N2CCN(C(=O)c3ccc(C(C)(C)C)cc3)CCC2=O)c1 (stereo not drawn)
  -1.4	-2	-1	0.2	0.2	0.0	-1	-2.1	-2.3	3	-1.3
CCOC(=O)c1[nH]c(C)c(C(=O)NCCCOC(C)C)c1C
  -1.6	8	0	1.6	-1.7	0.9	-4	0.1	0.4	-1	0.1
O=C(c1noc2c1CCc1ccccc1-2)N1CCCc2ccccc21
  0.1	-3	1	-0.3	0.9	3.7	9	-0.2	-3.5	12	0.2
COCc1c(C(=O)N2CCN(c3ncccn3)CC2)oc2ccccc12
  -1.7	0	-3	-0.9	0.0	-0.4	-5	-1.4	0.6	-12	-0.6
Cn1c(=O)c2c(nc(N3CCCCCC3)n2CC(O)COc2ccc(Cl)cc2)n(C)c1=O (stereo not drawn)
  -1.2	-6	1	0.6	-0.3	-0.9	-3	-1.2	0.7	-4	0.2
Nc1nc(-c2ccc([N+](=O)[O-])cc2)cs1
  -0.5	10	1	0.5	3.8	-0.5	-3	2.5	0.8	-5	-0.1
CC(C)(C)c1ccc(C(=O)NNC(=O)Cc2ccccc2)cc1
  -0.2	-1	-1	0.9	-0.5	3.0	-5	0.5	-0.4	-5	0.2
COc1ccc(-c2cc(-c3n[nH]c(=S)n3-c3ccccc3Cl)[nH]n2)cc1
  -0.6	-4	-1	0.0	0.2	-0.6	0	0.9	-0.4	13	-0.1
O=C(c1ccccc1Br)N1CCCC(c2nc(-c3cccs3)no2)C1 (stereo not drawn)
  -2.1	4	-3	-0.9	2.6	1.4	-1	-1.1	-2.6	-5	-0.6
Cc1ccc(NC(=O)CSc2nc(N)cc(=O)[nH]2)cc1Cl
  -0.6	-1	5	0.4	0.9	0.8	-4	1.7	-0.2	1	0.8
CC1CCc2c(C(=O)Nc3cccc(-c4nn[nH]n4)c3)csc2C1 (stereo not drawn)
  -0.8	0	1	2.4	1.4	2.3	2	3.7	-1.6	0	0.0
CCOC(=O)c1oc2nc(CC(C)C)c3c(c2c1N)CCCC3
  -2.0	-1	-4	0.6	-1.6	-2.2	-327	-2.7	0.7	i	-0.7
Cc1cnn(Cc2cccnc2)c1N
  -0.2	1	-4	0.1	-1.2	-0.5	-2	0.4	-0.7	-1	-0.3
CCOc1ccccc1NC(=O)COC(=O)COc1c(Cl)cc(Cl)c2ccc(C)nc12
  -0.6	-8	-2	0.9	4.0	1.0	-5	-0.7	-0.4	-17	-0.4
Nc1nc2c(ncn2[C@@H]2O[C@H](C(=O)NCCCc3ccccc3)[C@@H](O)[C@H]2O)c(=O)[nH]1
  -0.5	13	-3	/	-1.2	/	-3	1.0	0.2	-13	0.7
CS(=O)(=O)c1ccc2nc(NC(=O)c3ccccc3Cl)sc2c1
  -1.7	-4	6	-0.1	1.1	-0.8	0	-1.1	-0.2	16	0.1
O=C(CSc1n[nH]c(=O)n1Cc1ccco1)Nc1ccccc1Cl
  -0.7	-3	-1	-0.8	-2.1	1.8	-1	0.9	1.3	-8	0.3
COc1cccc(/C(O)=C2/C(=O)C(=O)N(Cc3cccnc3)C2c2ccco2)c1 (stereo not drawn)
  -0.9	-1	1	0.4	4.5	-0.3	-2	1.2	0.4	-5	0.3
Cc1c(C(=O)OC2CCCCC2)sc2nc[nH]c(=O)c12
  -0.7	2	5	0.9	1.9	0.8	-8	-1.9	-2.3	-16	-0.5
Nc1ccc(C(=O)N/N=C/c2cn(Cc3ccccc3)c3ccccc23)cc1
  -1.2	2	1	0.3	-0.8	0.7	1	-2.8	-1.6	-12	-2.7
O=C(N/N=C/c1ccccn1)c1cccnc1
  0.7	1	-3	-0.8	2.1	-1.3	-5	4.7	-0.2	-6	0.1

Next part, starting with the last 4 of the part before.
Values in the order: ssDAF12 agonist	NPR1 activator	SMARCA2 activ	DAX1 inh-2	hgDAF12 agonist	GAA850 FXN act	ADAM17 inh	hcDAF12 agonist	PG9 binder	ADAM10 inh	DAX1 inh-1
COc1cccc(/C(O)=C2/C(=O)C(=O)N(Cc3cccnc3)C2c2ccco2)c1 (stereo not drawn)
  -0.9	-1	1	0.4	4.5	-0.3	-2	1.2	0.4	-5	0.3
Cc1c(C(=O)OC2CCCCC2)sc2nc[nH]c(=O)c12
  -0.7	2	5	0.9	1.9	0.8	-8	-1.9	-2.3	-16	-0.5
Nc1ccc(C(=O)N/N=C/c2cn(Cc3ccccc3)c3ccccc23)cc1
  -1.2	2	1	0.3	-0.8	0.7	1	-2.8	-1.6	-12	-2.7
O=C(N/N=C/c1ccccn1)c1cccnc1
  0.7	1	-3	-0.8	2.1	-1.3	-5	4.7	-0.2	-6	0.1
CCOC(=O)C1=C(C)NC(C)=C(C(=O)OCC)C1c1cccs1
  -1.8	-18	-5	-1.5	-2.6	-1.1	-14	-1.5	1.4	-36	-0.7
CCN(CC)S(=O)(=O)c1ccc(NC(=O)CCN2C(=O)C3CC=CCC3C2=O)cc1 (stereo not drawn)
  -0.9	-1	0	1.3	1.7	-0.3	2	-1.5	-0.6	7	5.2*
CCCCOC(=O)/C(=C/C=C/c1ccccc1)NC(=O)c1ccccc1
  -1.7	0	0	/	-1.6	2.8	4	-2.6	-4.1	13	-0.3
Cc1cccc(-c2nnc(SCc3cc(=O)[nH]c4ccccc34)n2C)c1
  -1.8	-9	1	0.1	3.2	-0.3	3	-1.2	-2.8	3	-0.2
CC1(c2ccccc2)NC(=O)N(CCOc2ccccc2)C1=O (stereo not drawn)
  -0.6	1	-5	0.4	-2.2	0.9	-7	-1.2	-0.8	0	-0.2
COc1ccc(C(=O)NCc2c(C)nn(Cc3ccccc3)c2C)cc1S(=O)(=O)N1CCOCC1
  -1.7	0	-3	-0.1	2.0	-1.6	3	0.2	-2.0	-9	-0.6
CCOc1ccc(CNc2ccc3c(c2)nc(C)n3C)cc1
  -0.2	0	3	-0.7	0.8	0.4	-9	0.5	-3.9	-9	-0.1
CCSc1nc2ccccc2n1CC(=O)N1CCOCC1
  -0.8	6	0	0.5	-1.0	0.6	1	-0.4	-1.4	-1	-0.1
Cc1ccccc1-c1cc(C(=O)NCC2CC2)nn1CC1CC(c2cccc([N+](=O)[O-])c2)=NO1 (stereo not drawn)
  -1.5	0	1	-0.7	-1.7	0.7	5	-2.0	-0.5	8	0.0
O=C(CC1SC(N2CCOCC2)=NC1=O)Nc1ccc(F)cc1 (stereo not drawn)
  -0.9	-3	-1	-0.1	-1.2	2.4	-1	-1.4	0.0	-15	-1.5
CN(CC(=O)NC(=O)Nc1ccccc1F)Cc1ccccc1
  -0.5	-1	0	-0.4	3.4	2.5	-1	-0.6	-0.3	-12	-0.8
Cc1ccc(N2CC(C(=O)OCC(=O)Nc3ccc(F)cc3F)CC2=O)cc1 (stereo not drawn)
  -1.0	-4	-3	0.6	-1.0	-0.1	5	0.8	-0.2	-10	1.6
O=C(NCc1ccc2c(c1)OCO2)c1ccc(CSCc2cccc(Cl)c2)o1
  -1.0	4	-2	0.7	-1.6	1.5	8	0.7	-0.7	12	1.1
COCCCNc1ccn2nc(-c3ccccc3)cc2n1
  1.0*	-3	1	/	9.7	-3.8	-32	6.3*	-0.4	-126	6.5*
O=C(O)CSCCOc1ccc(OCCSCC(=O)O)cc1
  -0.7	1	-2	-0.4	1.8	1.7	0	0.3	-0.7	2	-0.4
CCOc1ccc2nc(NC(=O)C3=NN(c4ccccc4)C(=O)CC3)sc2c1
  -1.2	-2	-2	-1.7	-2.6	0.3	-1	-0.5	2.5	-7	0.5
CC1(C(=O)O)CCCN(C(=O)c2cc3ccccc3s2)C1 (stereo not drawn)
  -1.0	5	-1	/	2.3	0.7	-3	-1.7	3.0	0	-1.0
COC(=O)C1=C(C)N(Cc2ccccc2C(F)(F)F)C(=NCc2ccc(C(F)(F)F)cc2)NC1c1ccc(C(F)(F)F)cc1 (stereo not drawn)
  -1.0	1	-2	/	4.4	/	-1	1.0	-3.9	3	0.8
Cc1cc(/C=C\c2nc(O)c([N+](=O)[O-])c(=O)[nH]2)c(C)n1-c1ccccc1
  -1.0	-2	0	1.2	0.3	-0.7	-2	-1.7	-1.4	-7	0.8
